Source: PubChem
GSK3 alpha inh: inhibitors of human GSK-3 alpha kinase. P49840. ADP-Glo luminescence, 60 min. inhibition, % at 10 µM. 0.1% of 320,000 active. AID 2650;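 in the data active = inhibition above about 50%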;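 also: GST-tagged GSK-3 alpha with peptide substrate and 25 µM ATP; 0% = DMSO neutral wells and 100% = GW8510 positive control wells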
Target sequence (P49840 whole entry, looked up): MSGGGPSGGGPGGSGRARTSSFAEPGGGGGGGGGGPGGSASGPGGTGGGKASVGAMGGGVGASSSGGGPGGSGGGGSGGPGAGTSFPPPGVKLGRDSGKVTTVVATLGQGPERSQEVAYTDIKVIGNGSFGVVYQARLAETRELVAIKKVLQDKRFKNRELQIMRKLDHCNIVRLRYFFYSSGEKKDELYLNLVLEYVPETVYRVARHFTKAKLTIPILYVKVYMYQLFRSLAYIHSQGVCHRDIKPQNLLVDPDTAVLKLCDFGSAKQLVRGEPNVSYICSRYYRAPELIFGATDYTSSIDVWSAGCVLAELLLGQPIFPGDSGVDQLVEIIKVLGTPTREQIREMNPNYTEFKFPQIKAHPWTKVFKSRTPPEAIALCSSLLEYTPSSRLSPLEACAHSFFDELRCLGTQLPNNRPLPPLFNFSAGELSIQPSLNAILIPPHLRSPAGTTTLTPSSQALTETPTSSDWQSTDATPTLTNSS
IEC-6 cytotox: kills IEC-6 intestinal cells in KLF5 counter-screen; IEC-6 cytotoxicity, luminescence viability; inhibition, % at 5 µM; 0.78% of 290,000 active; in the data active = inhibition above about 22%;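 also: 0% = plate median of test compound wells and 100% = cytotoxic reference compound wells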
HSF1 inhib: HSF1 inhibition; AID 2098; NIH3T3-HGL HSE-luciferase, MG132-induced, luminescence 8 h; active compounds read low; activity change, negative = inhibition, % at 7.5 µM (by protocol); 0.77% of 300,000 active;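 active = more than half of replicate wells show activity change below -50%, luminescence cut by over half; inconclusive = some wells, but at most half, below -50%; inactive = no replicate well below -50%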;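 also: luciferase reports HSF-1 transcriptional activity via heat shock element; 0% = median of DMSO wells and -100% = zero luminescence signal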
KLF5 inh: inhibitors of KLF5 expression; AID 1700; inhibition, % at 5 µM; DLD-1 KLF5 promoter-luciferase reporter, luminescence; 0.23% of 290,000 active;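 active = inhibition above a per-plate limit of that plate's mean compound inhibition plus 3 SD, cut at about 60% in these data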;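 also: 0% = DMSO wells and 100% = LY294002 at 200 µM; higher means less KLF5 promoter-driven luciferase light; inactives centre near -14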
aSyn 5UTR inh: 5' untranslated region of α-synuclein, MLPCN primary screen; alpha-synuclein 5'UTR reporter, inhibitor activity; inhibition, % (tested at 7.5 µM); 0.82% of 300,000 active; in the data active = inhibition above about 60%; inconclusive = no clear call, values can overlap the other calls;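 also: H4 neuroglioblastoma cells stably carrying SNCA 5'UTR luciferase fusion; 0% = DMSO wells and 100% = positive control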
HSF-1 act: increases HSF-1 driven luciferase reporter signal; NIH3T3-HGL HSF-1 luciferase reporter, MG132, 8 h; 100% = twice DMSO control signal; activation, % at 9 µM; 1.7% of 300,000 active;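 active = mean replicate activation of at least 50% with a set share of replicates each reaching 50%; inconclusive = only one of those two conditions met; inactive = mean below 50% and too few replicates reaching it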;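 also: 0% = median of the neutral control wells and 100% = twice that signal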
GSK3beta inhib: blocks human GSK3beta kinase activity. P49841. activity score (negative = inhibition), % at 10 µM. GST-GSK3beta kinase, ADP-Glo luminescence, 60 min; active compounds read low. AID 2097. 0.038% of 300,000 active;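 active = more than half of replicate wells score below -50%, meaning over 50% inhibition versus plate controls; inconclusive = some replicates but at most half score below -50%; inactive = no replicate scores below -50%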;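 also: 0% = median DMSO wells and -100% = median GW8510 positive control wells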
Target sequence (P49841 whole entry, looked up): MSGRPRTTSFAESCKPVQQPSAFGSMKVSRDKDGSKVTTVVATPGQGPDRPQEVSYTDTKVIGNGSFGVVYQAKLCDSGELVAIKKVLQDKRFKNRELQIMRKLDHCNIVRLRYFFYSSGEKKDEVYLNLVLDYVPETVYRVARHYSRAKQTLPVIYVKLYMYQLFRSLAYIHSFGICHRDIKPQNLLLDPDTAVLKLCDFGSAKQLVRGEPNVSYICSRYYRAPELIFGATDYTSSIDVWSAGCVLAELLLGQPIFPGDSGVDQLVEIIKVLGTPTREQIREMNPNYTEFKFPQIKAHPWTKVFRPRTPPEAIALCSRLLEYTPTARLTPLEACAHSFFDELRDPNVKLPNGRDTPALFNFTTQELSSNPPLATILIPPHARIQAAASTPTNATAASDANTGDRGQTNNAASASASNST
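Assay system: GST-tagged human GSK3beta kinase, cell-free; Input: 1.6 ng GSK3beta; Medium: Tris/MgCl2 kinase buffer; Timing: 60 min enzyme reaction, room temperature; Signal: ADP-Glo luminescence quantifying ADP generated by kinase; Evaluation: score relative to plate controls; Benchmarks: DMSO neutral wells and GW8510 at 20 µM as positive.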
HSP90 refold inh: HSP90 refolding inhibition in rabbit reticulocyte lysate. luciferase refolding luminescence, 3 h. inhibition, % at 5.6 µM. 0.91% of 290,000 active. AID 1789;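 active = inhibition above the screen-wide mean plus 3 SD, computed separately per campaign, cut at about 16% in these data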;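 also: 0% = DMSO wells and 100% = 60 µM geldanamycin wells; inhibitors lower the luminescence because luciferase stays unfolded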
DYRK1A inh: inhibitors of rat Dyrk1A kinase; Q63470; ADP-Glo luminescence, NFATc1 peptide; inhibition, % at 12.5 µM; 0.43% of 310,000 active; in the data active = inhibition above about 50%;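 also: plate controls were vehicle with enzyme for no effect and no enzyme for full effect; many of its hits are not listed in these tables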
Platelet DG rel: platelet dense granule release activity; AID 1663; human platelet-rich plasma, SFLLRN dense granule ATP release, luminescence; inhibition, %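 (compounds screened at 7.5 µM in platelet-rich plasma)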; 0.22% of 300,000 active;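 active = mean replicate score, as percent of positive control, at or above 50; inconclusive = mean below 50 but at least one replicate at or above 50; inactive = mean and every replicate below 50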
An asterisk follows results filed as active; ? = inconclusive; nt = not tested or not shown. Not all compounds are listed (hit frequency here may not be typical).

SMILES	GSK3 alpha inh	IEC-6 cytotox	HSF1 inhib	KLF5 inh	aSyn 5UTR inh	HSF-1 act	GSK3beta inhib	HSP90 refold inh	DYRK1A inh	Platelet DG rel
CCN1CCN(c2ccc(NC(=O)c3cnccn3)cc2)CC1	-1	-5	-5	-27	-97	-5	1	-2	nt	18
Cc1ccc(NC(=O)CN(C)S(=O)(=O)c2cccc3cccnc23)cc1C	-3	-8	2	-2	15	8	-12	0	-1	0
COc1ccc(NC(=O)COc2cccc3c2CCN(Cc2cccnc2)C3=O)c(OC)c1	0	0	16	-4	-12	?	0	-1	-1	4
O=C(N/N=C/c1ccc(OCC(=O)N2CCCCC2)cc1)c1ccccc1	0	5	5	-65	-25	18	0	4	3	10
Cc1cc(C)c(C#N)c(OCC(=O)Nc2ccccc2)n1	0	9	-3	12	8	-8	-1	2	-8	0
Cc1ccccc1CCN1CCCC(CN(C)C(=O)c2ccc3ncccc3c2)C1 (stereo not drawn)	-1	-5	4	-28	4	4	1	0	7	0
COc1ccccc1/C=C1/C(=O)N(c2ccccc2)N=C1C	-1	1	-2	-4	2	16	-2	-1	1	2
Cc1oc(C(=O)Nc2ccc(C(=O)O)cc2)cc1COc1ccccc1	-1	6	-33	-20	-9	-47	-1	3	1	6
Cc1ccc(S(=O)(=O)N2CCCOC2CNC(=O)C(=O)NCc2ccco2)cc1 (stereo not drawn)	-2	4	-2	-18	7	9	1	3	-8	-8
N#CCC(=O)Nc1ccc(C(=O)NCCC(c2ccccc2)c2ccccc2)cc1	-1	-2	-9	-4	6	11	0	0	-6	3
COc1ccc(C)cc1S(=O)(=O)NCC(c1ccc2c(c1)OCO2)N1CCN(C)CC1 (stereo not drawn)	-2	nt	4	nt	10	15	-5	nt	-8	-2
COC(=O)C1=C(C)N(C)C(=O)NC1c1ccc(C)cc1 (stereo not drawn)	0	-5	nt	-12	14	nt	-1	-1	44	2
CCOC(=O)C1=C(C)OC(N)=C(C(=O)OCC)C1c1ccncc1 (stereo not drawn)	1	-7	-2	-14	7	10	1	5	6	-2
COc1ccc(CCNC(=O)c2cc3c(=O)n4ccccc4nc3n(Cc3ccco3)c2=N)cc1OC	-2	2	-19	-43	19	-30	3	4	-6	?
CC1CCCC(N2C(=O)NC(NC(=O)c3ccco3)(C(F)(F)F)C2=O)C1C (stereo not drawn)	0	-3	7	-4	7	5	-4	-5	-5	-3
C/C(=N\O)c1ccc2c(c1)CC(C)O2 (stereo not drawn)	-1	-7	1	-37	-31	9	0	-3	-5	-8
Cc1ccn2c(/C=N/OCc3ccc(F)cc3)c(-c3ccc(Cl)cc3)nc2c1	-2	1	-6	11	-5	-6	2	1	8	-10
COc1ccc(CCc2nnc(N)s2)cc1OC	-2	-2	-6	-1	33	-6	-5	1	9	0
Cc1c(Cc2ccccc2)c(=O)oc2c(CN(C)C)c(O)c(Cl)cc12	1	0	-6	-34	-39	12	1	2	1	4
O=C(O)COc1ccc(Br)cc1/C=C1/SC(=O)N(CC(=O)N2CCCC2)C1=O	-3	-5	-12	-16	21	-18	4	1	1	9
COc1ccc(NC(=O)COC(=O)Cc2c(F)cccc2Cl)cc1	4	5	16	3	-15	13	0	2	2	-4
COc1ccc(NC(=O)c2cccc(S(=O)(=O)NCc3ccco3)c2)c(OC)c1	nt	nt	-5	nt	-6	-11	0	nt	-7	3
O=C(CN1C(=O)/C(=C/c2ccccc2F)Sc2ccccc21)N1CCN(c2ccccn2)CC1	0	-2	-7	-17	-22	7	-2	2	0	-1
COc1ccc(CCNC(=O)c2nn(C)c3c2CS(=O)(=O)c2ccccc2-3)cc1OC	-1	-3	3	8	21	-2	2	-1	nt	-3
CC(Sc1nnc(-c2cccnc2)n1C)C(=O)N1CCOCC1 (stereo not drawn)	-6	nt	1	nt	-2	-24	6	nt	4	17
CCOC(=O)CSc1c(-c2ccc(Cl)cc2)[nH]c2ccccc12	0	5	-8	20	15	3	1	4	-2	1
Cc1ccc(S(=O)(=O)N2CCN(CC(=O)Nc3ccc4c(c3)CCC4)CC2)cc1C	-1	-6	4	-41	11	-15	3	-1	11	-11
Cc1ccc(NC(=O)c2sccc2-n2cccc2)c(Cl)c1	nt	0	-6	-29	-9	7	-3	-4	9	6
COc1cccc(Cn2c(Oc3cccc(C)c3)nc3c2c(=O)n(C)c(=O)n3C)c1	-2	7	-2	-27	35	-6	1	-1	3	-16
Clc1ccccc1OCCn1cnc2ccccc21	nt	0	25	-40	-59	44	-1	4	-1	9

Random excerpt: 4 entries already listed
SMILES	GSK3 alpha inh	IEC-6 cytotox	HSF1 inhib	KLF5 inh	aSyn 5UTR inh	HSF-1 act	GSK3beta inhib	HSP90 refold inh	DYRK1A inh	Platelet DG rel
Cc1ccc(NC(=O)c2sccc2-n2cccc2)c(Cl)c1	nt	0	-6	-29	-9	7	-3	-4	9	6
CCOC(=O)CSc1c(-c2ccc(Cl)cc2)[nH]c2ccccc12	0	5	-8	20	15	3	1	4	-2	1
O=C(CN1C(=O)/C(=C/c2ccccc2F)Sc2ccccc21)N1CCN(c2ccccn2)CC1	0	-2	-7	-17	-22	7	-2	2	0	-1
CC(Sc1nnc(-c2cccnc2)n1C)C(=O)N1CCOCC1 (stereo not drawn)	-6	nt	1	nt	-2	-24	6	nt	4	17

The results go on.
SMILES	GSK3 alpha inh	IEC-6 cytotox	HSF1 inhib	KLF5 inh	aSyn 5UTR inh	HSF-1 act	GSK3beta inhib	HSP90 refold inh	DYRK1A inh	Platelet DG rel
O=C(c1cc(-c2ccc(Cl)c(Cl)c2)on1)N1CCOCC1	-4	2	24	-155	-151	43	2	-2	1	-9
COc1ccc(Cl)cc1C(=O)Nc1ccc(NC(=O)C(C)C)cc1	0	5	4	-41	-3	-3	3	2	-1	29
CCN(C(=O)COC(=O)c1sccc1C)c1c(N)n(Cc2ccccc2)c(=O)[nH]c1=O	1	nt	-7	nt	5	-4	nt	nt	3	0
COc1ccc(N2CCN(C(=O)CN3C(=O)C4CC=CCC4C3=O)CC2)cc1 (stereo not drawn)	-3	-6	1	-1	15	7	-2	-5	-1	-1
CCCCN(CC)CCCNC(=O)c1cc2cc3ccc(C)cc3nc2o1	1	3	6	-30	-9	11	-3	-1	4	2
Cc1cc(C(=O)N2CCN(S(C)(=O)=O)CC2)sc1-c1ccccc1	0	-1	-3	-9	-1	6	0	6	0	-19
O=C(Nc1nc(-c2ccc(Br)cc2)cs1)c1cccnc1	-1	-1	-5	-9	4	0	2	-2	nt	19
O=C(Nc1ccccc1N1CCOCC1)c1ccccc1[N+](=O)[O-]	-1	11	-1	-17	-4	-6	-1	5	2	-6
C/C(=N\NC(=O)c1ccc(Br)o1)c1cc2c(cc1NC(=O)CCC(=O)O)OCO2	nt	-5	nt	-2	nt	nt	-7	-3	9	nt
COc1cc(C(=S)N2CCOCC2)cc(OC)c1OC(=O)c1cc([N+](=O)[O-])cc([N+](=O)[O-])c1	-24	-2	-1	-19	-6	2	0	-2	-1	1

Some of these compounds in order of length of the SMILES, smallest number first:
SMILES	GSK3 alpha inh	IEC-6 cytotox	HSF1 inhib	KLF5 inh	aSyn 5UTR inh	HSF-1 act	GSK3beta inhib	HSP90 refold inh	DYRK1A inh	Platelet DG rel
O=C(Nc1nc(-c2ccc(Br)cc2)cs1)c1cccnc1	-1	-1	-5	-9	4	0	2	-2	nt	19
O=C(c1cc(-c2ccc(Cl)c(Cl)c2)on1)N1CCOCC1	-4	2	24	-155	-151	43	2	-2	1	-9
Cc1cc(C(=O)N2CCN(S(C)(=O)=O)CC2)sc1-c1ccccc1	0	-1	-3	-9	-1	6	0	6	0	-19
COc1cc(C(=S)N2CCOCC2)cc(OC)c1OC(=O)c1cc([N+](=O)[O-])cc([N+](=O)[O-])c1	-24	-2	-1	-19	-6	2	0	-2	-1	1

Next compounds follow:
SMILES	GSK3 alpha inh	IEC-6 cytotox	HSF1 inhib	KLF5 inh	aSyn 5UTR inh	HSF-1 act	GSK3beta inhib	HSP90 refold inh	DYRK1A inh	Platelet DG rel
CCOc1ccccc1OCCCC(=O)Nc1ccc(OC)nc1	-2	-3	-7	-14	-8	-12	1	-2	0	-7
CC[C@@]12C(=O)N(c3ccc(C)cc3)C(=O)N1[C@H](c1cccc(C)c1)[C@@H]1C(=O)N(Cc3ccccc3)C(=O)[C@@H]12	nt	nt	3	nt	15	5	-2	nt	0	-3
Cc1csc(SC(C)C(=O)Nc2ccc(S(=O)(=O)N3CCCC3)cc2)n1 (stereo not drawn)	-4	1	-15	-19	18	-15	-5	2	0	2
O=c1[nH]cc(NCCNc2ncc(C(F)(F)F)cc2Cl)c(=O)[nH]1	-6	5	-2	-17	14	6	0	3	9	-2
C/C(CCc1ccccc1)=N\NC(=O)C(=O)Nc1cccc(Cl)c1	2	-1	-3	-13	-13	7	0	1	2	-1
COc1ccccc1-c1cc2nc(C)c(CCC(=O)NC(C)CCc3ccco3)c(C)n2n1 (stereo not drawn)	5	5	5	12	25	23	4	-1	1	-14
NNC(=O)Cn1nc2n(c1=O)-c1ccccc1SC2	-2	3	-6	-18	-21	15	-2	0	6	3
COc1ccccc1NC(=O)CSC1CC(=O)N(c2ccc3c(c2)OCO3)C1=O (stereo not drawn)	-1	-1	-6	-4	-1	-20	-3	1	-5	-2
O=C(Cn1nnc2c(cnn2-c2ccccc2)c1=O)NCc1cccs1	1	-3	6	-19	-16	12	3	3	3	-2
Cc1ccc(C(=O)COC(=O)c2ccncc2)cc1[N+](=O)[O-]	-1	-6	3	-15	-5	-11	1	7	-9	4
C=CCn1c(SCC(=O)Nc2c(C)cccc2C)nnc1-c1ccncc1	nt	4	-6	-14	13	-8	0	3	5	-5
CC1=C(C(=O)NCc2ccccc2)C(c2cccs2)NC(=S)N1 (stereo not drawn)	-2	3	-5	-33	-8	1	-3	0	-2	-1
O=C(NCC1CCCO1)C1CC(=O)N(c2ccc(F)c(Cl)c2)C1 (stereo not drawn)	-2	2	19	-19	18	41	1	-2	-1	-13
C=CCNC(=O)C1CCCN(S(=O)(=O)c2ccc(-n3cnnn3)cc2)C1 (stereo not drawn)	1	3	-2	-14	-9	-5	-1	3	1	-1
COc1ccc(C(=O)Nc2cc(C)on2)cc1OC	-2	2	-6	-33	-5	5	4	0	5	7
